# Source: PubChem
# GSIS activator: GLuc luminescence reporter in INS-1E cells, primary screen for activators of glucose-dependent secretion of insulin | INS-1E GLuc reporter insulin secretion, 2-3 h | activation, % at 16.6 µM | 0.61% of 370,000 active;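 active means lowest replicate activation of at least 40%, so every replicate reaches that level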;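 further: 0% = median of neutral control wells and 100% = median of IBMX positive control wells; some compounds called inactive have numbers as strong as hits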
# PGC1a acetyl inh: inhibitors of PGC1a acetylation signal, primary screen, cell-based, U2OS, AlphaScreen, inhibitor mode; 0.17% of 350,000 active; inhibition, % at 15.6 µM; AlphaScreen anti-acetyl-lysine; with virally co-expressed GCN5 acetyltransferase;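 active means every replicate shows inhibition of at least 40%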;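 further: 0% = neutral control wells and 100% = positive control wells; some results beyond the cut were filed as inactive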
# FN deposit inh: inhibitors of fibronectin matrix deposition, primary screen, AH1F cells, Alexa488-fibronectin fluorescence, plate reader; AH1F fibroblasts, overnight; inhibition, % at 12.6 µM; 0.086% of 350,000 active;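 active means mean inhibition across replicates of 30% or more, regardless of how many single replicates reach that level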;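 further: positive control wells lacked labelled fibronectin entirely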
#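 material = AH1F fibroblast monolayer depositing Alexa488-labelled fibronectin into matrix | amount = 10000 AH1F cells/well | buffer or medium = DMEM plus 2% serum, read in PBS | incubation = 1 h cell adhesion before compound, then overnight fibronectin incubation | detection = fluorescence at 485 nm excitation, 525 nm emission | evaluation = percent inhibition as loss of matrix-bound fibronectin fluorescence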
# CFTR F508del cor: F508del CFTR correction, initial screen, CFBE line, single point | 0.36% of 350,000 active | CFBE cells, YFP halide quenching; stimulated with forskolin plus potentiator P3; % fluorescence drop versus neutral controls | activity (quench increase), % at 7.58 µM;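 active means mean added fluorescence quench of at least 8% versus neutral control, with both replicates also reaching 8%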;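 further: cells transiently co-express mutant CFTR-F508del with the halide-sensitive YFP; corrector assay measuring rescue of mutant channel to the surface after 24 h compound exposure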
# PglD DTNB: C. jejuni PglD acetyltransferase inhibitors, primary screen, biochemical, DTNB colorimetric, single point | UDP-N-acetylbacillosamine N-acetyltransferase PglD (Campylobacter jejuni) | purified PglD enzyme, DTNB colorimetric CoA detection | inhibition, % at 12.5 µM | 0.098% of 360,000 active | AID 602405, 2012; in the data active means inhibition above about 16%, passing the limit was not always enough; further: strong numbers were not always called active
# miR-122 sensor: miR-122 Renilla sensor signal increase in Huh7, primary screen, miR-122 inhibitor project, cell-based, single point, plate reader | Huh7 miR-122 Renilla luciferase sensor, 48 h; neutral wells = 0, positive control = 100 | activation (reporter increase), % at 12.5 µM | 0.3% of 340,000 active;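 active means mean replicate activation score at least 90 and every replicate individually at or above 90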;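 further: higher luciferase means less miR-122 activity so hits act as miR-122 inhibitors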
# Cneo AK release: Cryptococcus neoformans cell lysis inducers, primary screen, AK release luminescence, single concentration; C. neoformans lysis, adenylate kinase release luminescence, 4 h; normalised: neutral wells 0, clomiphene wells 100; 0.2% of 360,000 active; AID 651654, 2012; lysis activity, % at 15 µM;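 active means mean lysis activity across replicates of at least 80%, whatever share of replicates individually reach that level; inactive means mean lysis activity below 80%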
#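 Assay system: log-phase C. neoformans yeast / Quantity: yeast cell density of 5 × 10^6 cells/mL / Medium: fresh YPD growth medium / Compound: single dose / Timing: static 4 h at 37 °C with compound, 1 h detection / Measured by: adenylate kinase release luminescence / Read-out: lysis from increased AK signal / Benchmarks: Clomiphene as positive lysis control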
# Statin myotox sup: suppressors of statin myotoxicity in C2C12 myotubes, primary screen, cell-based, single point, plate reader. C2C12 myotubes + simvastatin, ATP luminescence, 48 h; scaled: DMSO 0, geranylgeraniol control 100. rescue of ATP level, % at 7.49 µM. 0.78% of 330,000 active. AID 602340, 2012;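 active means mean ATP rescue above about 67%, or every replicate alone reaching that limit, limit read from the data, passing the limit was not always enough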;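 further: myotubes were challenged with 10 µM simvastatin during compound exposure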
# An asterisk follows results filed as active; · = no result given; & = joins results of further samples; [ ] = another dose, or the depositor's remark.
Compound,Statin myotox sup,FN deposit inh,miR-122 sensor,PGC1a acetyl inh,PglD DTNB,Cneo AK release,GSIS activator,CFTR F508del cor
COc1ccc(NC(=O)Nc2cccc3c2O[C@@H](CN(C)C(=O)NC2CCCCC2)[C@H](C)CN([C@@H](C)CO)C3=O)cc1,-17,-3,-6[16.7 µM],0,0,4,-5,-0.1
Cc1c(NC(=O)COC(=O)C(c2ccc(Cl)cc2)C(C)C)c(=O)n(-c2ccccc2)n1C (stereo unspecified),11,·,-5,-2,-5,4,-7,·
CSCC[C@@H](CO)NC(=O)[C@H]1O[C@@H](n2ccc(N)nc2=O)[C@H](O)[C@@H]1O,7,0,3,-4,2,0,2,1.3
COc1ccccc1CNC(=O)C[C@H]1CC[C@H]2[C@H](COc3ccc(NC(C)=O)cc3C(=O)N2C)O1,-2,13,10[16.7 µM],0,7,-3,5,-0.6
Cc1ccccc1S(=O)(=O)NCC[C@H]1CC[C@@H](NC(=O)Nc2cccc(F)c2)[C@@H](CO)O1,4,-5,·,-4,0,-1,-15,-0.3
Cc1ccc(C(=O)N2C(=O)C(c3ccccc3)Oc3ccccc32)cc1 (stereo unspecified),·,2,·,-2,·,·,0,1.4
CS(=O)(=O)CC(=O)Nc1ccc2nc3n(c(=O)c2c1)CCCCC3,·,-8,-5,1,8,-1,13,-2.0
O=C(c1ccncc1)N1CCCCN2[C@H](CO)[C@H](c3ccc(-c4ccccc4)cc3)[C@@H]2C1,·,·,6[16.7 µM],8,-2,0,1,-0.3
CCOc1cccc(C2C(C(=O)c3ccco3)=C(O)C(=O)N2c2nnc(C)s2)c1 (stereo unspecified),2,-6,5,4,5,1,34,2.8
Cc1cc(C(=O)N=Nc2c(O)n(C(C)C)c3ccccc23)n[nH]1,·,·,-3,-6,2,0,·,·
C#CCNC(=O)c1csc([C@@H]2O[C@H](CO)[C@@H](O)[C@H]2O)n1,-2,6,0,2,1,0,6,0.0
C[C@@H]1CN([C@@H](C)CO)C(=O)Cc2cc(NS(=O)(=O)c3ccc(F)cc3)ccc2O[C@H]1CN(C)CC1CC1,-5,-3,7[16.7 µM],-9,0,-3,18,-0.6
C[C@@H]1CN([C@H](C)CO)C(=O)c2cc(NC(=O)Cc3cn(C)c4ccccc34)ccc2O[C@@H]1CN(C)C(=O)Nc1ccccc1,34,·,-7[16.7 µM],108*,0,7,-5,0.3
CN1C(=O)c2cc(NC(=O)C3CCCCC3)ccc2OC[C@H]2O[C@@H](CC(=O)NC3CCCC3)CC[C@H]21,-6,3,-13[16.7 µM],-6,0,-1,8,-2.0
O=C(O)[C@@H]1[C@@H](CO)[C@@H]2Cn3c(cccc3=O)[C@@H]2N1C(=O)NC1CCCC1,7,3,·,·,-2,-3,8,·
COc1cccc(NC(=O)Cn2nnc(-c3ccccc3N)n2)c1,-18,-4,-6,3,4,0,·,·
Cc1csc(NC(=O)CCCNC(=O)c2ccc(Cl)cc2)n1,2,5,·,·,-1,1,0,-0.9
COc1ccc(C(=O)C(=NNc2ccccc2)c2ccc(OC)cc2)cc1,-1,7,-5,-15,-3,0,9,-1.1
COc1cc(C(=O)NCc2nnc(SCC(=O)NCc3ccccc3)o2)cc(OC)c1OC,-3,·,-2,-52,2,0,·,·
CCOc1ccc(NC(C)c2cc(Cl)ccc2O)cc1 (stereo unspecified),8,·,1,-2,4,-3,-17,·
O=c1cc(O)nc(SCc2ccc(Cl)cc2)[nH]1,-11,-3,-5,20,2,1,·,·
Cc1cccc(C)c1NC(=O)Nc1ccc2c(c1)OCO2,4,7,6,·,-2,-2,9,0.9
O=C1NCCOC(=O)[C@H](Cc2ccc(F)cc2)C/C=C\C[C@H]1CC(=O)N(CCO)Cc1ccccc1,-4,-1,·,·,-5,-1,-18,-4.0
O=C(COC(=O)CN1C(=O)C2CCCCC2C1=O)NCc1ccc(Cl)cc1Cl (stereo unspecified),-6,-13,-6,5,0,1,-23,-0.9
O=C(Nc1nccs1)c1ccc(-c2ccc([N+](=O)[O-])cc2)o1,-7,-4,-1,8,5,-5,-7,-3.3
Cc1c(NC(=O)C(C)OC(=O)c2cc3c4ccccc4n(C)c3s2)c(=O)n(-c2ccccc2)n1C (stereo unspecified),21,-2,-7,12,3,3,·,·
C=C(C)C1Cc2c(C)nn(-c3cccc4ccccc34)c2C1 (stereo unspecified),10,·,0,38,1,1,·,·
Cc1ccc(C(=O)CC2SC(N)=NC2=O)cc1 (stereo unspecified),13,·,3,6,-2,0,3,5.6
CN(C)C(=O)c1ccc(-c2ccc([C@H]3[C@H](CO)N4CCCCN(Cc5cncnc5)C[C@@H]34)cc2)cc1,·,·,2[16.7 µM],4,0,-1,13,7.5
COc1ccc(C#Cc2ccc([C@@H]3[C@H]4CN(Cc5ccccc5F)CCCCN4[C@H]3CO)cc2)cc1,-6,·,4[16.7 µM],-12,3,2,6,1.8
COc1cccc(CCNC(=O)c2cccc(NC(=O)C3=C(C)OCCS3)c2)c1,-7,-1,0,-9,-1,-3,3,-1.8
C[C@H](CO)N1C[C@H](C)[C@@H](CN(C)C(=O)Nc2ccc3c(c2)OCO3)Oc2ccc(NS(=O)(=O)c3ccccc3)cc2C1=O,3,7,-1,-2,5,-5,-13,1.3
CN1C(=O)c2cc(NS(=O)(=O)c3ccc(F)cc3)ccc2OC[C@H]2O[C@H](CC(=O)NCC(F)(F)F)CC[C@@H]21,-23,·,12[16.7 µM],2,4,3,12,0.4
Cc1nn2c(C)nc3sc4c(c3c2nc1=O)CC(C)(C)OC4,11,·,-10,5,-6,0,4,·
CCOC(=O)c1ccc(-n2c(C)nc3c(cnn3-c3ccccc3C)c2=O)cc1,-12,-6,-3,-11,-1,6,-3,-7.7
CCN(C(=O)COC(=O)c1ccc(N2C(=O)c3ccccc3C2=O)cc1)C1CCS(=O)(=O)C1 (stereo unspecified),·,4,3,10,·,·,12,-4.9
COc1cccc(CNC(=O)C(=O)NCC2OCCCN2S(=O)(=O)c2cc(C)ccc2C)c1 (stereo unspecified),5,9,1,-8,-8,-2,25,-1.4
COc1cccc(/C=N/NC(=O)COc2cccc3cccnc23)c1O,-11,6,-5,·,-1,0,2,2.4
CC1CC(=O)Nc2ccccc2N1C(=O)COc1ccc2cc(Br)ccc2c1 (stereo unspecified),14,1,·,·,-3,0,-58,1.4
Nc1ccc2nc3c(=O)n(C4CCCCC4)c(=O)[nH]c3nc2c1,-4,-1,-15,5,·,·,-2,7.2
CC(=O)N1CCN(C(=O)C(Cc2c[nH]c3ccccc23)NC(=O)c2ccccc2Cl)CC1 (stereo unspecified),45,0,-4,·,-2,0,-16,-1.1
CC(C(=O)O)n1c(C(F)(F)F)nc2ccccc21 (stereo unspecified),132*,0,-19,13,0,-1,·,·
COc1ccc(C)cc1S(=O)(=O)N(C)CC(=O)N1CCN(C)CC1,-3,·,-2,3,0,-1,·,·
CCOP(=O)(OCC)C(C#N)=C1SCN(c2ccc(Cl)cc2)CS1,20,0,-1,-19,-2,3,·,·
COc1cc(C(=O)Nc2ccc(S(=O)(=O)Nc3ncccn3)cc2)c([N+](=O)[O-])cc1OC,4,-9,2,-3,-4,1,-10,1.3
O=C(O)c1cccc(S(=O)(=O)N2CCSCC2)c1,2,13,-4,4,3,0,·,·
COc1cccc(-n2cc(CN(C)C(=O)C3CCC(=O)N(C4CC4)C3)cn2)c1 (stereo unspecified),13,17,-9,-2,-2,-1,-8,-0.2
CC/C(=N/N=C(/CC)c1ccc(O)cc1)c1ccc(O)cc1,3,-5,-5,·,-4,1,7,-0.9
Cc1csc(NC(=O)CCCSc2nc3ccccc3s2)n1,0,-2,-7,-9,4,3,·,·
O=S(=O)(O)c1ccc(N=Nc2ccccc2)cc1,-4,1,0,-2,-3,2,·,·
Cc1ccc2sc(N3CCN(C(=O)c4ccc([N+](=O)[O-])o4)CC3)nc2c1C,85*,-5,-4,0,-4,3,87*,-6.2
CCS(=O)(=O)c1nc(S(=O)(=O)c2ccc(C)cc2)c(N2CCN(C)CC2)s1,13,2,-7,-1,0,-1,-1,-1.0
COc1ccc(S(=O)(=O)Nc2cccc3c2O[C@@H](CN(C)C(=O)Nc2ccc(F)cc2)[C@H](C)CN([C@H](C)CO)C3=O)cc1,1,·,-1[16.7 µM],-2,-3,-1,18,-1.0
O=C(Nc1ccccc1F)N1C[C@@H]2[C@H](c3ccccc31)[C@H](CO)N2C(=O)Cc1cccnc1,3,-11,-14[16.7 µM],8,1,11,6,-0.1
O=C(NCC1COc2ccccc2O1)c1ccccc1 (stereo unspecified),·,·,-6,10,1,8,·,·
O=C(O)c1ccc(Cl)c(NCc2cccnc2)c1,3,-4,-10,-23,-2,0,2,1.4
C[C@H](CO)N1C[C@H](C)[C@H](CN(C)C(=O)Nc2cccc(F)c2)OCc2cnnn2CCCC1=O,0,-2&-3,-1[16.7 µM],-5,0,-3,27&-2,0.6&-0.1
CC(NC(=O)C1CSC2(C)CCC(=O)N12)c1ccccc1Cl (stereo unspecified),-2,-1,0,5,6,1,18,1.5
O=c1[nH]ncc(N/N=C\c2ccncc2)c1Cl,·,6,0,5,-3,-2,-4,-0.4
O=c1cn[nH]c2ccc(Br)cc12,·,2,2,15,·,·,16,3.7

# Some of the entries so far, with values under each structure.
# Each structure is followed by: Statin myotox sup	FN deposit inh	miR-122 sensor	PGC1a acetyl inh	PglD DTNB	Cneo AK release	GSIS activator	CFTR F508del cor
O=C(O)c1cccc(S(=O)(=O)N2CCSCC2)c1
    2	13	-4	4	3	0	·	·
COc1cccc(-n2cc(CN(C)C(=O)C3CCC(=O)N(C4CC4)C3)cn2)c1 (stereo unspecified)
    13	17	-9	-2	-2	-1	-8	-0.2
CC/C(=N/N=C(/CC)c1ccc(O)cc1)c1ccc(O)cc1
    3	-5	-5	·	-4	1	7	-0.9

# Going on with the list:
Compound,Statin myotox sup,FN deposit inh,miR-122 sensor,PGC1a acetyl inh,PglD DTNB,Cneo AK release,GSIS activator,CFTR F508del cor
CC(C)OCCCNC(=O)c1cccc(NC(=O)c2ccccc2)c1,12,-2,-1,8,-2,1,-1,2.9
COCCn1nnnc1SCC(=O)Nc1ccc2c(c1)OCO2,-3,-14,-1,1,-11,4,0,1.1
CCc1ccccc1NC(=O)C1CCCN(c2ncnc3onc(-c4ccc(F)cc4)c23)C1 (stereo unspecified),24,16,-3,-7,-6,1,9,-1.9
O=C(O)c1cccc(NS(=O)(=O)c2ccc3c4c(cccc24)C(=O)N3)c1,-1,6,·,·,-1,0,31,-0.5
Cc1ccc(CN2CC(C(=O)NC(c3nc4ccccc4[nH]3)C(C)C)CC2=O)cc1 (stereo unspecified),2,-3,·,12,-5,-2,-14,3.8
